RGS4 pot = potentiators or activators of RGS4 | HEK293 M3R/inducible RGS4, carbachol calcium flux Fluo4; stronger effect = lower value | B-score at 10 µM | actives 0.92% (n = 310,000);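 active means B-score of the integrated calcium signal more than 4 SD below the library mean, with starting fluorescence not abnormally high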;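 further: negative B-score means reduced calcium response which marks RGS4 activation or potentiation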
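Detection: kinetic calcium fluorescence imaging with Fluo4-AM dye, 2 µM / Material: HEK293 cells with stable M3R and inducible RGS4 / Schedule: recording 10 s baseline at 1 Hz, 100 s post-agonist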
RGS4 inh = human RGS4 inhibition | P49798 | HEK293 M3R/RGS4 inducible, Fluo-4 calcium flux; stronger effect = higher value; triggered by carbachol at its EC20 | B-score at 10 µM | actives 0.45% (n = 310,000) | AID 463165;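 active means B-score, a plate-corrected calcium signal, over three deviations above library mean, with baseline fluorescence within five deviations of library mean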;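 further: RGS4 expression induced by doxycycline in cells with stable M3 receptor; B-score is computed from the integrated fluorescence ratio over baseline after carbachol; higher B-score means a larger calcium signal and so more RGS4 inhibition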
Target sequence (P49798 whole entry, looked up): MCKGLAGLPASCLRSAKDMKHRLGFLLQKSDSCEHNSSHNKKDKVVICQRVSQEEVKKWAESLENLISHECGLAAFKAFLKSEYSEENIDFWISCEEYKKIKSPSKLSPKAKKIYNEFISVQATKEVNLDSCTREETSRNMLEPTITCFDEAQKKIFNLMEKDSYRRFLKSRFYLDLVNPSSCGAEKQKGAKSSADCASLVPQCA
KCNQ1 act = potentiates or activates the human KCNQ1 potassium channel; P51787; CHO-K1 KCNQ1, thallium flux FluxOR fluorescence; stronger effect = higher value; B-score at 10 µM; actives 0.35% (n = 310,000); AID 2648;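 active means fluorescence ratio B-score, a plate-corrected score, at least three library SD, with initial intensity B-score within 5 SD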
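System: CHO-K1 cells stably expressing KCNQ1 / Medium: assay buffer for compound exposure, DMSO matched across wells / Reagent: thallium- and potassium-containing depolarizing buffer / Compound: one concentration, matched DMSO / Incubation: 20 min compound pretreatment at room temperature / Measured by: kinetic FluxOR fluorescence, 10 s baseline plus 110 s post-stimulus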
MrgX1 ag = human MrgX1 receptor agonism, primary screen. MrgX1-HEK293 cells, Fluo-4 calcium fluorescence, agonist mode; stronger effect = higher value. actives 0.44% (n = 310,000). Q96LB2. AID 588627. B-score at 10 µM;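 active means calcium response B-score plate-corrected fluorescence ratio at least 3 library SD, with starting fluorescence B-score inside 5 SD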
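times = overnight plating, then 30 min 37 °C plus 30 min room-temperature dye loading | assay system = stable human MrgX1 HEK293 cell line | input = fifteen thousand cells per well | signal = kinetic calcium dye fluorescence, Fluo-4 NW | dosing = compound delivered in addition one of three | read-out = B-scored fluorescence response ratio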
KCNQ1 inh = human KCNQ1 channel inhibition; P51787; CHO-K1 KCNQ1, FluxOR thallium flux fluorescence; stronger effect = higher value; B-score at 10 µM; actives 1.3% (n = 310,000); AID 2642;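 active means compounds whose thallium flux B-score, printed positive for inhibition, exceeds three library SD while starting fluorescence stays within three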;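 further: channel opened by potassium depolarization with thallium stimulus after 20 min compound exposure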
hERG rescue = compounds protecting human hERG from proarrhythmic drug block; Q12809; CHO-hERG, FluxOR thallium flux, dofetilide IC70 present; activation (rescue from dofetilide block), less the hit threshold, % at 10 µM; actives 0.51% (n = 310,000); AID 1511;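 active means activation above the mean of controls blocked by dofetilide plus 5 SD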;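 further: thallium influx through hERG after potassium depolarization seen as dye fluorescence rise; in these data hits start at about 4.7%; inactives centre near -7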
TMEM16A act = activates or potentiates the mouse TMEM16A chloride channel | Q8BHY3 | HEK293 TMEM16A/YFP-H148Q/I152L, iodide quench fluorescence; stronger effect = lower value | B-score at 10 µM | actives 0.3% (n = 340,000) | AID 623877;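 active means fluorescence-ratio B-score plate-corrected deviation score at least 3 library SD below zero, with starting fluorescence score within 5 deviations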;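 further: channel opened by trigger with iodide after compound preincubation; score built on the fluorescence ratio of max minus min over baseline; more negative score means more quench and so TMEM16A activation or potentiation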
ANO1 block = blocks the mouse calcium-activated chloride channel TMEM16A. AID 588511. normalized B-score (activity score, 25-100; higher = stronger inhibition) at 10 µM. actives 1.2% (n = 310,000). HEK293 TMEM16A/YFP iodide influx fluorescence, ionomycin;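 active means ratio plate-corrected score three or more library SD toward inhibition, starting fluorescence score within five deviations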;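 further: score derived from kinetic fluorescence span divided by baseline fluorescence per well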
KCNK3 inh = human KCNK3 channel inhibition, primary screen; actives 0.84% (n = 340,000); B-score at 10 µM; AID 602410; O14649; CHO-KCNK3 thallium flux, FluxOR fluorescence; stronger effect = lower value;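 active means B-score under library mean minus 4 SD, starting fluorescence ratio at most library mean plus 5 SD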;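 further: more negative B-score means stronger inhibition of thallium flux through KCNK3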
Target sequence (O14649 whole entry, looked up): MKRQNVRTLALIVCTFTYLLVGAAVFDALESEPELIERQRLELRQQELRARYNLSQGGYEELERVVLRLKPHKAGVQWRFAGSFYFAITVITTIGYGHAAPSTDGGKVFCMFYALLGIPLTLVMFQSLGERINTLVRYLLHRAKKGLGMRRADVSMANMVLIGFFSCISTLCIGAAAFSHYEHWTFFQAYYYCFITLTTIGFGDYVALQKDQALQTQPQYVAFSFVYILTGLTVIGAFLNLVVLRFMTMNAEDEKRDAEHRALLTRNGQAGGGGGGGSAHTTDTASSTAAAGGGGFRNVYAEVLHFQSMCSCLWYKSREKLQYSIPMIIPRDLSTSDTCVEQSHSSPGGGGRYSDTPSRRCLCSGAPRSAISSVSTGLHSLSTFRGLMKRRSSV
MrgX1 PAM = human MrgX1 positive allosteric modulation, primary screen; Q96LB2; MrgX1-HEK293, Fluo-4 calcium flux, FDSS; stronger effect = higher value; B-score at 10 µM; actives 0.63% (n = 310,000); AID 588675;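 active means plate-corrected calcium response at least 3 library SD above typical, normal starting fluorescence, not activating the receptor alone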;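 further: compound read alongside a low EC10 to EC30 dose of BAM8-22 agonist; peak minus trough fluorescence over baseline measured at the second addition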
KCNK9 block = inhibitors of human KCNK9 two-pore domain potassium channel; Q9NPC2; HEK293 KCNK9, FluxOR thallium flux fluorescence; stronger effect = lower value; B-score at 10 µM; actives 1.2% (n = 310,000);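 active means ratio B-score over 3 SD below the library mean, with starting fluorescence within 5 SD of its mean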;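 further: negative B-score means less thallium flux so channel inhibition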
Target sequence (Q9NPC2 whole entry, looked up, the tested form may be a part): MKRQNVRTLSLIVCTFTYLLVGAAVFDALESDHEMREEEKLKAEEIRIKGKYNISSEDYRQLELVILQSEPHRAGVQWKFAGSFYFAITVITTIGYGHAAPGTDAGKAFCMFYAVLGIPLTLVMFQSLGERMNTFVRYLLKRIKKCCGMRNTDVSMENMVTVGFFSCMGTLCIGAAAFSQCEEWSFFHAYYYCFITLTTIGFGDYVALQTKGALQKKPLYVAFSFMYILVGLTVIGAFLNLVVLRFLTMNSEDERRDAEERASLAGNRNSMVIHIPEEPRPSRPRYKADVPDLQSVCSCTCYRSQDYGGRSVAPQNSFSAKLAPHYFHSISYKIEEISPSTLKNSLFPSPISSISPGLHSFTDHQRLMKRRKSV
* marks the source's active call; other numbers are inactive results; i = inactive; . = no result given.

SMILES	RGS4 pot	RGS4 inh	KCNQ1 act	MrgX1 ag	KCNQ1 inh	hERG rescue	TMEM16A act	ANO1 block	KCNK3 inh	MrgX1 PAM	KCNK9 block
CCOC(=O)N1CCN(S(=O)(=O)c2ccc(F)c(C(=O)Nc3ccc(C)c(Cl)c3)c2)CC1	i	i	i	i	i	-1.5	i	i	i	i	i
CCCC(c1nnnn1Cc1ccc(OC)cc1)N1CCC(C(N)=O)CC1 (stereo not drawn)	i	i	i	i	i	-9.1	i	i	i	i	i
O=C(CCCOc1ccccc1)Nc1ccc(S(=O)(=O)Nc2ccccn2)cc1	i	i	i	i	i	-4.1	i	i	i	i	i
COc1ccc(-n2cc(CN[C@H]3CCCCNC3=O)c(-c3cccc(F)c3)n2)cc1	i	i	i	i	i	-12.0	i	i	i	i	i
CCn1cc(/C=N\NC(=O)c2cc(-c3ccccc3OC)nc3ccccc23)c(C)n1	i	i	i	i	i	-24.9	i	i	i	i	i
COc1ccccc1NS(=O)(=O)c1ccc(C)c(NC(=O)c2ccc(S(=O)(=O)N3CCCCCC3)cc2)c1	i	i	i	i	i	-7.2	i	i	i	i	i
S=c1[nH]nc(-c2cc(-c3ccccc3)n[nH]2)n1/N=C/C=C/c1ccco1	i	i	i	i	i	-14.1	i	i	i	i	i
O=C1C(NS(=O)(=O)c2cccs2)=C(N2CCN(Cc3ccccc3)CC2)C(=O)c2ccccc21	-8.1*	i	i	i	i	-15.1	i	i	i	i	i
Fc1ccccc1NC(=S)NCCc1ccc(Cl)cc1	i	i	i	i	i	-9.3	i	i	i	i	i
Cc1ccc(C(=O)OCN2C(=O)c3ccccc3C2=O)c(O)c1	i	i	i	i	i	-8.7	i	i	i	i	i
COc1ccc(-c2nnc3cccc(Cl)n23)c(OC)c1	i	i	i	i	i	0.3	i	i	i	i	i
CCOC(=O)C(=Nc1ccccc1)NO	i	i	i	i	i	-5.1	i	i	i	i	i
CCc1nnc(NS(=O)(=O)c2ccc(N/C=C(\C=O)c3nc4cc(Cl)ccc4o3)cc2)s1	i	i	i	i	i	-15.3	i	i	i	i	i
O=C(CCC(=O)N/N=C/c1ccccc1O)NCc1ccccc1	i	i	i	i	i	-8.6	i	i	i	i	i
CC(C)(C)c1nc(CN2CCCCC2)cc(CN2CCCCC2)c1O	i	i	i	i	i	-6.3	i	i	i	i	i
CC1CCN(C(c2ccc(N(C)C)cc2)c2nnnn2Cc2ccc(F)cc2)CC1 (stereo not drawn)	i	i	i	i	i	-8.2	i	i	i	i	i
COc1cccc(/C=N/Nc2nc3ccccc3n3cnnc23)c1	i	i	i	i	i	-8.6	i	i	i	i	i
CCN(CC)C(=O)c1ccc(S(=O)(=O)NCc2cccnc2)cc1	i	i	i	i	i	-5.4	i	i	i	i	i
COC(=O)c1ccc(C(=O)OC)c(NC2=NS(=O)(=O)c3ccccc32)c1	i	i	i	i	i	-8.2	i	i	i	i	i
COc1ccc(N2CCN(C(CNC(=O)C(=O)NCc3ccc4c(c3)OCO4)c3ccco3)CC2)cc1 (stereo not drawn)	i	i	i	i	i	-3.2	i	i	i	i	i
COc1ccnc2c1c(=O)n(Cc1cccc(Cl)c1)c(=O)n2C	i	i	i	i	i	-2.9	i	i	i	i	i
CCCc1ccc(C(=O)NNc2cccc(C)c2)cc1	i	i	i	i	i	-11.8	i	i	i	i	i
CC(C)OCCCNC(=O)Cn1ncc2c(=O)oc3ccccc3c21	i	i	i	i	i	-11.1	i	i	i	i	i
Clc1ccc(CSc2cc3c(nn2)-c2ccccc2CC3)cc1	i	i	i	i	6*	-14.6	i	i	i	7.95*	i
O=S(=O)(c1cccc2nsnc12)N1CCc2ccccc21	i	i	i	.	i	-10.3	i	.	i	.	i
Continued.
SMILES	RGS4 pot	RGS4 inh	KCNQ1 act	MrgX1 ag	KCNQ1 inh	hERG rescue	TMEM16A act	ANO1 block	KCNK3 inh	MrgX1 PAM	KCNK9 block
COc1ccc(C)cc1NC(=O)Nc1ccc2c(c1)CCC2	i	i	i	i	i	-10.3	i	i	i	i	i
O=C(C1CCC(Cn2c(=S)[nH]c3ccccc3c2=O)CC1)N1CCN(c2ccccn2)CC1 (stereo not drawn)	i	i	i	i	i	-3.9	i	i	i	i	i
CN(C)S(=O)(=O)c1ccc(NC(=O)COC(=O)CC2CC3CCC2C3)cc1 (stereo not drawn)	i	i	i	i	i	-9.9	i	i	i	i	i
S=c1[nH]nc(COc2ccc(Cl)cc2)n1-c1ccc(Cl)cc1	i	i	i	i	i	-5.0	i	i	i	i	i
Cc1cc(C)c[n+](-c2[nH]c(=O)sc2/C=N/N=C(\N)[S-])c1	i	i	i	i	i	-5.8	i	i	i	i	i
O=C(c1ccc(C(F)(F)F)cc1)N1CCN(c2ccc(N3CCOCC3)nn2)CC1	i	i	i	i	i	-12.2	i	i	i	i	i
Nc1nc(-c2cc3ccccc3o2)cs1	i	i	i	i	i	-4.9	i	i	i	i	i
CCOc1cc(NC(=O)C2CC2)c(OCC)cc1NC(=O)CCn1nnc2ccccc21	i	i	i	i	i	-5.2	i	i	i	i	i
COC(=O)C1=NN[C@H](C(=O)OC)[C@H]1c1ccccc1	i	i	i	i	i	-13.3	i	i	i	i	i
COc1cccc(C(=O)OC2CCN(C)CC2)c1	i	i	i	i	i	-3.8	i	i	i	i	i
CCCNS(=O)(=O)c1ccc(N2CCCC2=O)c([N+](=O)[O-])c1	i	i	i	i	i	-5.1	i	i	i	i	i
CCCC(=O)NC(=S)Nc1ccccc1OC	i	i	i	i	i	-8.0	i	i	i	i	i
CC1(C)C(/C=C/C=C/C=C/C=C2\N(CCCCS(=O)(=O)O)c3ccc4ccccc4c3C2(C)C)=[N+](CCCCS(=O)(=O)[O-])c2ccc3ccccc3c21	.	.	.	i	.	.	i	i	i	i	.
CCOc1cc(C2C3=C(CC(C)(C)CC3=O)N(CCCOC)C3=C2C(=O)CC(C)(C)C3)ccc1O	i	i	i	i	i	-5.0	i	i	i	i	i
S=C(Nc1ccccc1)N(CCN1CCOCC1)Cc1cccc(Cl)c1	i	i	i	i	i	-6.0	i	i	i	i	i
Cc1ccc(C(=O)NN2CC(O)=C(c3nc(-c4cccc([N+](=O)[O-])c4)cs3)C2=N)cc1	i	i	i	i	i	-12.3	i	i	i	i	i
CC1Sc2ccc(S(=O)(=O)CCC(=O)N(C)Cc3ccco3)cc2NC1=O (stereo not drawn)	i	i	i	i	i	-8.9	i	i	i	i	i
C/C(N)=C(/C#N)C(=O)COC(=O)c1cccc(O)c1	i	i	i	i	i	-12.1	i	i	i	i	i
O=c1ccc(NS(=O)(=O)c2ccccc2)cn1Cc1ccc(Cl)c(Cl)c1	i	i	i	i	i	-18.8	i	i	i	i	i
Cc1cccc(NC(=O)C2CC(O)CN2C(=O)Oc2ccccc2)c1 (stereo not drawn)	i	i	i	i	i	-6.8	i	i	i	i	i
COC(=O)C1CCN(C(=O)COC(=O)c2ccc(=O)n(Cc3ccccc3)n2)CC1	i	i	i	i	i	-10.2	i	i	i	i	i
COCc1ccc(C(=O)N2CCCC(Nc3ccc(F)c(F)c3)C2)s1 (stereo not drawn)	i	i	i	i	i	-10.8	i	i	i	i	i
CC1CCN(S(=O)(=O)c2ccc3ncn(CC(=O)N4CCN(C)CC4)c(=O)c3c2)CC1	i	i	i	i	i	-7.4	i	i	i	i	i
CCOc1ccc(NC(=O)CN2C(=O)CSc3ccc(S(=O)(=O)N4CCOCC4)cc32)cc1	i	i	i	i	i	-9.0	i	i	i	i	i
O=C(CCCc1c[nH]c2ccccc12)Nc1ccc(S(=O)(=O)Nc2ncccn2)cc1	i	i	i	i	i	-3.1	i	i	i	i	i
Additional structures follow:
SMILES	RGS4 pot	RGS4 inh	KCNQ1 act	MrgX1 ag	KCNQ1 inh	hERG rescue	TMEM16A act	ANO1 block	KCNK3 inh	MrgX1 PAM	KCNK9 block
O=C(CN1C(=O)CSc2ccc(S(=O)(=O)N3CCOCC3)cc21)NCCCN1CCc2ccccc2C1	i	i	i	i	i	-6.0	i	i	i	i	i
CC(C)CNS(=O)(=O)c1cc2c3c(c1)CCC(=O)N3CCC2	i	i	i	i	i	-6.0	i	i	i	i	i
Cc1nnsc1C(=O)N/N=C/c1ccc(OC(F)(F)F)cc1	i	i	i	i	i	-6.4	i	i	i	i	i
COc1ccc(C2CC(=O)C(C=NCCN3CCNCC3)=C(O)C2)cc1OC (stereo not drawn)	i	i	i	.	i	-15.1	.	.	.	.	i
CCCP(=O)(CC(=O)N(CC)CC)c1ccccc1 (stereo not drawn)	i	i	i	i	i	-7.4	i	i	i	i	i
O=S(=O)(Cc1ccccc1Cl)N1CCCCC1	i	i	i	i	i	1.9	i	i	i	i	i
Cc1ccc(S(=O)(=O)Nc2ccc(-c3cn4ccc(C)cc4n3)cc2)cc1	i	i	i	i	i	-2.0	i	i	i	i	i
Cc1ccc(-c2c(C)sc3nc[nH]c(=O)c23)cc1C	i	i	i	i	i	-1.8	i	i	i	i	i
COc1ccc(-c2csc(-c3ccccc3)n2)c(OC)c1	i	i	i	i	i	-10.9	i	i	i	i	i
COCCn1c(SCc2nc3ccccc3c(=O)[nH]2)nc2ccccc2c1=O	i	i	i	i	i	-21.5	i	i	i	i	i
CC1CCCN(S(=O)(=O)c2ccc(NC(=O)CNC3CCCC3)cc2)C1 (stereo not drawn)	i	i	i	i	i	-9.5	i	i	i	i	i
COc1cccc(NC(=O)c2cc(C(=O)Nc3cccc(OC)c3)n(C)n2)c1	i	i	i	i	i	-7.0	i	i	i	i	i
CCCCC(=O)Nc1sc(C(=O)N(CC)CC)c(C)c1C(=O)OC	i	i	i	i	i	-12.3	i	i	i	i	i
OCCN(Cc1ccccc1)C(=S)Nc1ccc(Cl)cc1Cl	i	i	i	i	i	-22.4	i	i	i	i	i
C=CCOc1ccc(/C(O)=C2/C(=O)C(=O)N(CCCN3CCOCC3)C2c2ccccc2)cc1 (stereo not drawn)	i	i	i	i	i	-8.4	i	i	i	i	i
COc1cccc(CNC(=O)c2ccc(C(=O)NCc3cccc(OC)c3)cc2)c1	i	i	i	i	i	-9.2	i	i	i	i	i
